High-throughput results from PubChem.
esBAF inh – Bmi1 luciferase reporter increase in mESCs, primary screen, esBAF inhibitor project, mouse ES cells, Bmi1 luciferase knock-in, single point | 24 h; 100% = twice the neutral-well signal | reporter increase, % at 12.5 µM | 2% of 350,000 active; in the data active = activation above about 40%; inconclusive = no clear call, values can overlap the other calls;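 also: 0% = median of the plate's neutral control wells and 100% = double that signal; a rise in the Bmi1 reporter signal indicates esBAF inhibition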
CASP6 VEID inh – human caspase-6 inhibitors, primary screen, biochemical, VEID-R110 fluorescence, single point, set 2. P55212. purified caspase-6, Z-VEID-R110 cleavage fluorescence. inhibition, % at 12.5 µM. 0.53% of 350,000 active. AID 686996, 2013;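 active = mean inhibition across replicates at least about 35%, with every replicate also reaching that limit, limit read from the data; inconclusive = only one of the two criteria met; inactive = neither criterion met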;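 also: 0% = median of neutral control wells and 100% = no fluorescence left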
Target sequence (P55212 24-179 limits assumed): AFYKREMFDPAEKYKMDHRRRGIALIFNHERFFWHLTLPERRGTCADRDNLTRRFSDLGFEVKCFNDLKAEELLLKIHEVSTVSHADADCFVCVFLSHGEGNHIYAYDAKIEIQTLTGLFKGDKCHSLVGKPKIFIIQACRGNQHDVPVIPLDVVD
Target sequence (P55212 194-293 limits assumed): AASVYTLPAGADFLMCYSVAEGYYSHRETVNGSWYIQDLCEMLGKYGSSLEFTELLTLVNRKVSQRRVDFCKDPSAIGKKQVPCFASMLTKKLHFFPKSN
SIRT5 block – SIRT5 desuccinylase inhibitors, primary screen, biochemical, fluorescence imaging, single point, set 5. AID 652115, 2013. Purified SirT5, succinyl-peptide AMC, trypsin-coupled fluorescence. NAD-dependent protein deacylase sirtuin-5, mitochondrial (Homo sapiens), Q9NXA8. inhibition, % at 15 µM. 1.1% of 330,000 active; in the data active = inhibition above about 15%; inconclusive = no clear call, values can overlap the other calls
Target sequence (Q9NXA8 whole entry, looked up): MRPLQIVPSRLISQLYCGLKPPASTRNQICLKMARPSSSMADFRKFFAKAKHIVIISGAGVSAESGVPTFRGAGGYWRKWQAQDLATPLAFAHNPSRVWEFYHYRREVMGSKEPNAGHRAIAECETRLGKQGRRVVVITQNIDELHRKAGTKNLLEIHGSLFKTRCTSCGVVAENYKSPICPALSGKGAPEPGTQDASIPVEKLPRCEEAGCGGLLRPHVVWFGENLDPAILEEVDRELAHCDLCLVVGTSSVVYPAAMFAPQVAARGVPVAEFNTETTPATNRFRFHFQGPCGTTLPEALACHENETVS
LGR2 antag – inhibitors of bursicon-induced LGR2 CRE-luciferase signal, primary screen, cell-based, HEK293, CRE-luciferase reporter, bursicon stimulation. Drosophila bursicon receptor LGR2 (rickets). bursicon-stimulated, 4 h. inhibition, % at 9.99 µM. 0.35% of 380,000 active. AID 720647, 2013;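 active = drop in luminescence signal, shown as inhibition above about 50% in the replicate tests, limit read from the data, passing the limit was not always enough; inconclusive = probably only some replicates passing the limit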;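 also: agonist challenge used bursicon conditioned medium at about half maximal strength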
S100A4 inh HTS – inhibitors of S100A4-myosin IIA peptide binding, primary screen, biochemical, fluorescence polarization, TAMRA-MyoIIA peptide. Protein S100-A4 (Homo sapiens), P26447. inhibition, % at 10.7 µM. 0.14% of 360,000 active;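 active = mean inhibition of at least 70% across replicates, with every replicate also reaching that level; inconclusive = mean inhibition reaches 70% but some replicates fall short; inactive = mean inhibition below 70%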
Target sequence (P26447 whole entry, looked up): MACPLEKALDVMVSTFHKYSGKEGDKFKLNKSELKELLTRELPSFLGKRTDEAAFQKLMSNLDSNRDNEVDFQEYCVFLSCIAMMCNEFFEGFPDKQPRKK
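System – human S100A4 monomer protein, biochemical binding assay · Buffer or medium – Calcium-containing HEPES buffer, pH 7.2 · Timing – 5 min between mix addition and reading · Also added – TAMRA-labelled myosin IIA heavy-chain peptide probe, 5 nM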
Statin myotox sup – suppressors of statin myotoxicity in C2C12 myotubes, primary screen, cell-based, single point, plate reader; rescue of ATP level, % at 7.49 µM; AID 602340, 2012; C2C12 myotubes + simvastatin, ATP luminescence, 48 h; scaled: DMSO 0, geranylgeraniol control 100; 0.78% of 330,000 active;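 active = mean ATP rescue above about 67%, or every replicate alone reaching that limit, limit read from the data, passing the limit was not always enough; inconclusive = no clear call, values can overlap the other calls; inactive = mean under the limit and some replicate under it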;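 also: myotubes were challenged with 10 µM simvastatin during compound exposure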
FN deposition inh – inhibitors of fibronectin matrix deposition, primary screen, AH1F cells, Alexa488-fibronectin fluorescence, plate reader; AH1F fibroblasts, overnight; inhibition, % at 12.6 µM; 0.086% of 350,000 active;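 active = mean inhibition across replicates of 30% or more, regardless of how many single replicates reach that level; inconclusive = mean under 30% yet at least half of replicates reach 30%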;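 also: positive control wells lacked labelled fibronectin entirely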
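test system = AH1F fibroblasts assembling fluorescent fibronectin matrix | quantity = 10000 AH1F cells per well | buffer or medium = DMEM plus 2% serum, read in PBS | doses = single dose, pinned | incubation = 1 h cell attachment, overnight exposure to compound and label | detection = fluorescence at 485 nm excitation, 525 nm emission | read-out basis = inhibition from reduced deposited-fibronectin fluorescence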
* = called active by the depositor; ? = inconclusive; / = no result given; & = joins results of further samples. An excerpt; rates above refer to the full screens.

SMILES	esBAF inh	CASP6 VEID inh	SIRT5 block	LGR2 antag	S100A4 inh HTS	Statin myotox sup	FN deposition inh
Fc1ccc(-c2csc(/C=C/c3ccc4c(c3)OCO4)n2)cc1	/	-1	-5	-62	4	/	-13
O=C(Cc1ccncc1)NCC[C@@H]1CC[C@@H](NS(=O)(=O)c2ccccc2Cl)[C@@H](CO)O1	-2	1	2	-5	14	7	-10
CN1[C@@H]2c3ccc(-c4ccc(F)cc4)c(=O)n3C[C@H]1[C@H](CO)[C@H]2C(=O)Nc1nccs1	3	2	-1	-11	-2	8	/
COc1cccc(NC(=S)NCc2ccccn2)c1	38	/	/	7	/	0	8
C[C@H]1CN([C@@H](C)CO)C(=O)c2ccccc2-c2ccccc2CO[C@H]1CN(C)C(=O)Nc1ccc(-c2ccccc2)cc1	/	1	17*	3	5	/	1
CCc1cc2c(NC(Cc3ccccc3)C(=O)O)nc(C)nc2s1 (stereo not drawn)	-4	3	4	9	31	7	-10
Cc1cc(C)c(C)c(OCCN2CCOCC2)c1	-2	-4	/	5	-3	-3	-6
CN1N=C(C(=O)Nc2ccc3c(c2)CCC3)CCC1=O	27	0	-6	-49	-5	15	7
NC(=O)c1nsc(C(=O)N(CC(=O)NC2CCCC2)c2cccc(C(F)(F)F)c2)c1N	-6	4	-2	-15	4	4	-8
COc1cc(N2Cc3ccccc3C2)ccc1C=O	51*	1	-1	-116	-3	0	3
CC(C)[C@H](NC(=O)c1ccc(Cl)cc1Cl)C(=O)N1CCC[C@H]1C(=O)NCCc1ccccc1Cl	/	2	-1	-11	3	/	1
COc1ccc(OC)c2c(C)cc(N3CCCCCC3)nc12	-5	0	2	12	-2	10	-1
CC(=O)COc1cccc2ccc(/C=C/c3ccc(Br)s3)nc12	-2	5	-2	-6	2	-28	2
O=[N+]([O-])c1ccc(COc2ccc(-c3[nH]ncc3-c3ccccc3)c(O)c2)cc1	/	-3	-1	1	-5	/	-1
CCOCCCNC(=O)CCC(=O)NNc1nc2ccccc2c2nc(C)nn12	-5	0	0	-5	-2	-9	-15
COc1ccc(NC(=O)Nc2ccc3c(c2)C(=O)N([C@H](C)CO)C[C@@H](C)[C@@H](CN(C)C(=O)Nc2cccc4ccccc24)O3)cc1	5	-2	3	-7	-4	13	-3
COc1ccc(CN(C)C[C@@H]2Oc3c(NC(=O)C4CCOCC4)cccc3C(=O)N([C@@H](C)CO)C[C@H]2C)cc1	-3	2	0	24	-13	17	/
CC(=O)N1CCc2cc(Br)cc(S(=O)(=O)N3CCN(C(=O)c4ccco4)CC3)c21	-7	/	/	/	/	-13	8
COC(=O)N(C)C[C@H]1OCc2cn(nn2)CCCC(=O)N([C@H](C)CO)C[C@H]1C	0	0	-9	-4	3	-7	-10
N=c1n(CCCOc2ccc(Br)cc2)c2ccccc2n1CC(N)=O	-6	-3	-3	-2	1	-23	6
C[C@H]1CN=C(N(C)C)N1CCC1CCCC1	-6	0	/	1	1	7	5
Cc1ccc(-n2nc3c(c2NC(=O)c2cccs2)CSC3)cc1	-1	/	/	/	/	-11	-10
c1ccc(-c2nnc(CN3CCN(c4ccccc4)CC3)o2)cc1	4	-2	-5	8	3	-5	0
Cc1cccn2c(=O)c(C=C(C#N)C#N)c(N3CCN(C)CC3)nc12	-5	-2	-5	4	-5	5	-7
Cc1ccc(C(CC(=O)N2CCCC2)c2ccccc2)c(O)c1 (stereo not drawn)	-2	1	-3	6	-3	1	2

Single records, from the list above.
`CCc1cc2c(NC(Cc3ccccc3)C(=O)O)nc(C)nc2s1` (stereo not drawn) reads esBAF inh = -4; CASP6 VEID inh = 3; SIRT5 block = 4; LGR2 antag = 9; S100A4 inh HTS = 31; Statin myotox sup = 7; FN deposition inh = -10
`c1ccc(-c2nnc(CN3CCN(c4ccccc4)CC3)o2)cc1` reads esBAF inh = 4; CASP6 VEID inh = -2; SIRT5 block = -5; LGR2 antag = 8; S100A4 inh HTS = 3; Statin myotox sup = -5; FN deposition inh = 0
`Cc1cc(C)c(C)c(OCCN2CCOCC2)c1` reads esBAF inh = -2; CASP6 VEID inh = -4; SIRT5 block = /; LGR2 antag = 5; S100A4 inh HTS = -3; Statin myotox sup = -3; FN deposition inh = -6

Quoted from the listing.
esBAF inh with `CC(=O)N1CCc2cc(Br)cc(S(=O)(=O)N3CCN(C(=O)c4ccco4)CC3)c21` = -7
CASP6 VEID inh with `Fc1ccc(-c2csc(/C=C/c3ccc4c(c3)OCO4)n2)cc1` = -1

(list continues)
SMILES	esBAF inh	CASP6 VEID inh	SIRT5 block	LGR2 antag	S100A4 inh HTS	Statin myotox sup	FN deposition inh
COc1cccc(CNC(=O)C[C@H]2CC[C@H](NC(=O)C3CC3)[C@@H](CO)O2)c1	3	0	8	2	6	-5	-24
C[C@H](NC(=O)C[C@H]1CC[C@H]2[C@@H](COC[C@@H](O)CN2Cc2cc(F)ccc2F)O1)c1ccccc1	11	0	4	4	-1	-9	6
CCOCCCNC(=O)c1cc(-c2cccnc2)nc2ccc(S(=O)(=O)N3CCC(C)CC3)cc12	6	-1	-1	3	-3	-2	/
C[C@H](CO)N1C[C@H](C)[C@@H](CN(C)C(=O)NC2CCCCC2)OCCCC[C@H](C)Oc2ccc(NS(=O)(=O)c3ccc(F)cc3)cc2C1=O	7	1	3	-4	-16	/	-15
CC(=O)N(C)C[C@@H]1Oc2cc(-c3ccccc3C)ccc2S(=O)(=O)N([C@H](C)CO)C[C@H]1C	-1	1	-4	-1	3	-40	/
O=C(NNc1cccc(Cl)n1)Nc1ccccc1F	/	-1	0	-9	0	/	-2
O=C1c2ccccc2-c2onc3ccc(Oc4ccccc4)c1c23	-67	/	/	37	/	100*	-8
Cc1ccc(OCC(=O)Nc2ccc(F)cc2)c([N+](=O)[O-])n1	/	-1	1	-60	2	/	6
CNC[C@@H]1OCCCC[C@H](C)Oc2ccc(NC(=O)c3ccncc3)cc2C(=O)N([C@H](C)CO)C[C@H]1C	4	-4	2	3	-4	-15	/
O=C(C[n+]1ccc2c(c1)nnn2-c1ccccc1)c1ccc(Cl)cc1	/	-6	-6	5	4	/	5
O=C(NCc1cccnc1)c1cc(C2CCCN(C(=O)CCCc3ccccc3)C2)on1 (stereo not drawn)	0	-1	0	18	1	3	/
COC(=O)NCc1cc2cc(Cl)ccc2[nH]1	-2	4	2	-6	-3	20	/
CCCNC(=O)N1C[C@H](C)[C@H](OC)CN(C)C(=O)c2ccc(NC(C)=O)cc2OC[C@H]1C	1	/	/	15	/	-7	3
O=C(Nc1ccncc1)c1ccc(Cl)cc1	12	-4	-6	1	1	5	8
COc1ccccc1-c1csc(C(NC(C)=O)c2cccc(F)c2)n1 (stereo not drawn)	0	1	-10	-7	6	2	3
COC(=O)C[C@@H]1CC[C@H]2[C@H](COc3ccc(NC(=O)c4ccccc4)cc3C(=O)N2C)O1	2	/	/	-1	/	-14	-18
COc1cc(C(=O)Nc2ccc(NC(=O)C3CC3)nc2)cc(OC)c1OC	-5	/	/	/	/	-17	6
CCCc1cc(=O)[nH]c(SCC(=O)N2c3ccccc3CC2C)n1 (stereo not drawn)	2	0	0	-6	3	7	-5
CCOC(=O)c1cc2c(=O)n3cccc(C)c3nc2n(Cc2ccco2)c1=NC(=O)c1ccccc1	4	5	-22	1	-7	4	-11&-5
Cn1c(-c2ccc(F)cc2)cnc1NCc1ccccc1F	19	0	-3	-1	-2	1	2
CN(C)C(CNC(=O)c1cc(S(=O)(=O)N(C)Cc2ccccc2)ccc1Cl)c1ccco1 (stereo not drawn)	-4	-56	-3	-8	-5	-5	4
C[C@@H]1CN([C@H](C)CO)C(=O)CCCn2cc(nn2)CO[C@@H]1CN(C)S(=O)(=O)c1ccc(-n2cccn2)cc1	/	0	7	-2	7	/	6
Cc1cc2c(cc1S(=O)(=O)NCc1ccc(N(C)C)cc1)OCC(=O)N2	-8	1	0	20	3	1	8
CCOc1ccc(NC(=S)N2CCC(C(=O)c3ccc(OC)cc3)CC2)cc1	-7	-1	/	3	2	-3	-6
O=C1CCN(Cc2ccccc2)CCN1CCOc1ccccc1	10	2	/	-52	0	8	2
(listing goes on)
SMILES	esBAF inh	CASP6 VEID inh	SIRT5 block	LGR2 antag	S100A4 inh HTS	Statin myotox sup	FN deposition inh
Cc1cccnc1NC(=O)C1COc2ccccc2O1 (stereo not drawn)	4	-3	/	-9	-2	5	-4
CC(C)CN(C(=O)CSc1nnc(-c2ccco2)o1)c1c(N)n(Cc2ccccc2)c(=O)[nH]c1=O	-2	-2	5	4	-4	0	-9
CC1=CC(=C(C#N)C#N)C=C(C)N1CCC(C)C	/	-3	-2	-18	-3	/	7
CCOc1ccc(C(=O)N[C@H](C(=O)Nc2ccc(S(=O)(=O)Nc3nccs3)cc2)C(C)C)cc1	-4	1	0	7	-14	8	3
CO[C@@H]1CN(C)C(=O)c2cc(NC(=O)Nc3ccccc3F)ccc2OC[C@@H](C)N(CC2CC2)C[C@@H]1C	3	0	4	2	-2	30	6
CN(c1ccccc1C(=O)Nc1ccccc1-c1ccccc1)S(C)(=O)=O	2	-1	-2	1	-25	2	-2
Cc1ccccc1-c1nnc(SCC(=O)N2CCCC2)o1	?	2	-2	-34	-1	17	-5
CCOc1ccc(S(=O)(=O)N2CCCCC2)c(C)c1C	/	1	-5	17	0	/	6
CCCCCc1c(-c2ccc(F)cc2)ncn1CCc1ccccc1OC	/	-2	/	2	-8	/	-4
C[C@H]1CN([C@@H](C)CO)S(=O)(=O)c2ccc(C3=CCCC3)cc2O[C@H]1CN(C)C	2	-5	1	-13	4	6	4
COc1ccc(S(=O)(=O)N(C)C[C@H]2Oc3ncc(C#CC4(O)CCCC4)cc3C(=O)N([C@H](C)CO)C[C@H]2C)cc1	4	0	0	-2	-1	-9	/
O=C(COc1ccccc1)NNc1nc2ccccc2s1	8	-2	-3	-3	-2	0	-8
Cc1cc(NC(=O)c2ccccc2Cl)ccc1NC(=O)c1ccccc1Cl	7	0	-2	-4	-2	-8	0
O=C(C1CC(=O)N(c2ccc(F)cc2)C1)N1CCN(c2ccc(F)cc2)CC1 (stereo not drawn)	-4	1	-2	1	-1	4	/
Nc1nc(N)nc(-c2cccc(Cl)c2)n1	23	4	/	-67	19	-11	-3
O=C(NCCSc1ccccc1)c1ccccc1F	47*	-4	1	-53	-3	1	-12
CON(C)C(=O)CCN(C(=O)OC(C)(C)C)c1ccccc1	-1	-1	-2	-12	-2	-8	-6
COc1ccc(CN(C)C[C@H]2OCCCC[C@H](C)Oc3ccc(NC(=O)Nc4cccc5ccccc45)cc3C(=O)N([C@H](C)CO)C[C@H]2C)cc1	-8	5	7	-1	-5	/	/
CC(C)CC(NC(=O)C(NC(=O)C1OC2OC(C)(C)OC2C2OC(C)(C)OC12)C(C)C)C(=O)O (stereo not drawn)	/	-1	-2	-28	2	/	3
C[C@H]1CN([C@@H](C)CO)C(=O)c2cccc(NS(=O)(=O)c3cn(C)cn3)c2O[C@@H]1CN(C)Cc1ccc(C(F)(F)F)cc1	-6	-2	1	4	1	46	/
C/C=C\C=C/C(=O)Nc1cccc(C2=NOC3(C2)C[C@@H](C(N)=O)N(C(=O)c2ccc(Cl)cc2)C3)c1 (stereo partly drawn)	-5	0	/	11	-18	16	-14
Cc1c(C)c2c(OCC(=O)NCC(O)c3ccccc3)cc3c(c2oc1=O)CCC(C)(C)O3 (stereo not drawn)	-3	-2	/	-15	-4	7	/
